# Sm TGR inh – qHTS Assay for the Inhibitors of Schistosoma Mansoni Peroxiredoxins | purified TGR, DTNB reduction, TNB absorbance 405 nm | Potency, µM (series often up to 114 µM), inactives show at the top dose activity change, negative = inhibition, usual class: inhibitors | hit rate 3% among 360,000 | AID 485364, 2010; note: nearly all actives have a fitted effect of over 60% in size
#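 TGR 20 nM + NADPH 100 uM (dispensed conc.), cpd preinc 15 min RT; start with NADPH (500 uM addition) then DTNB (15 mM addition). Kinetic TNB absorbance, 405 nm filter. Four-parameter Hill fit across titration.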
# Pf growth 48h – Primary qHTS for delayed death inhibitors of the malarial parasite plastid, 48 hour incubation; P. falciparum luciferase growth in erythrocytes, 48 h; Potency, µM (highest dose often 28.7 µM), without a hit: top-dose activity change, negative = inhibition, actives largely listed as inhibitors; hit rate 5.9% among 310,000; AID 504832, 2011
#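 Erythrocytes infected with P. falciparum carrying an integrated firefly luciferase reporter (2% hematocrit, 0.1% parasitemia final) were exposed to compounds in RPMI 1640 with 0.5% Albumax at 37 C, 5% CO2. Growth inhibition was scored as reduced luminescence.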
# Pf growth 96h – Primary qHTS for delayed death inhibitors of the malarial parasite plastid, 96 hour incubation; P. falciparum luciferase reporter growth, 96 h; Potency, µM (series often up to 28.7 µM), without a hit: at the top dose activity change, negative = inhibition, usual class: inhibitors; hit rate 6.9% among 320,000; AID 504834, 2011
#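 Infected RBCs, 2% Hct / 0.05% parasitemia final; luciferase-reporter P. falciparum; cpd 96 h, 37 C, 5% CO2; luciferase detection reagent; luminescence.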
# HCV inh – qHTS Assay for Inhibitors of Hepatitis C Virus (HCV); Potency, µM (doses to about 41.8 µM), for inactives: at the top dose activity change, negative = inhibition, usual class: inhibitors; Huh7.5.1 HCVcc-Cre infection, luciferase reporter, 44 h; hit rate 3.4% among 340,000
#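 Infectious HCVcc-Cre (~0.5 moi) was added to cells just after compound, with cells seeded 4 h earlier at 1,000 per well. Luciferase activity after 44 h culture reported infection; substrate was incubated 15 min at room temperature before reading.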
# Tb PYK inh – qHTS of Trypanosoma Brucei Inhibitors; TbPYK enzyme, Kinase-Glo Plus ATP luminescence, 45 min; pyruvate kinase (Trypanosoma brucei), Q57TT1; Potency, µM (titrated, usually from 76.8 µM), inactives show at the highest dose activity, negative = inhibition, actives largely listed as inhibitors; AID 624173, 2012; hit rate 0.12% among 410,000; note: nearly all actives have a fitted effect of over 50% in size
#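 Luminescent Kinase-Glo Plus end-point after 45 min room-temperature reaction of T. brucei pyruvate kinase started with 130 uM ADP (final). Buffer TEA 50 mM pH 7.2 with KCl, MgCl2, BSA, Tween-20; titration-based qHTS with fitted concentration-effect curves.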
# LmPK inhibitor – qHTS Assay for Inhibitors of Leishmania Mexicana Pyruvate Kinase (LmPK) | purified LmPK, Kinase-Glo ATP luminescence, 1 h | Potency, µM (top dose mostly 57.5 µM), for the others: at the top dose activity change, negative = inhibition, most hits filed as inhibitors | hit rate 0.37% among 290,000
# Target sequence (Q27686 whole entry, looked up): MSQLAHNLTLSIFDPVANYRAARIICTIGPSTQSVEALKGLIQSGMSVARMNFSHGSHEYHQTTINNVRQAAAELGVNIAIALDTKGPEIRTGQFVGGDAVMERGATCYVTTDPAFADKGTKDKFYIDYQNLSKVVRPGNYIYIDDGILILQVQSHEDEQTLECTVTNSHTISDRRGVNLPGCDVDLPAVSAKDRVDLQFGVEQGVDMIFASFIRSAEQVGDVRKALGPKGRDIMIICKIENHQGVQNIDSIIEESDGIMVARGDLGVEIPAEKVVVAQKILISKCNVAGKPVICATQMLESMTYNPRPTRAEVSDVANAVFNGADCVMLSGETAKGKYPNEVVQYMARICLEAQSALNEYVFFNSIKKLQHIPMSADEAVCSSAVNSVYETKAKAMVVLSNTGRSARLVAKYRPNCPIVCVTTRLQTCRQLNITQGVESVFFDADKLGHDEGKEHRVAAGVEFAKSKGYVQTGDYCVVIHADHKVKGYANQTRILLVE
#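 Pyruvate kinase activity monitored as ATP production (luciferase luminescence). Conditions: 0.1 nM enzyme, 0.5 mM PEP, 0.1 mM ADP, 1 h, RT; normalized against uninhibited and no-enzyme wells.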
# Numbers without * were called inactive; ? = inconclusive; / = no result given; & = joins results of further samples; [ ] = remark or other dose. Calls come from the whole dose curve; as a rule, active = well fitted curve in the direction sought with a large enough effect; inconclusive = small, poorly fitted or top-dose-only effect, or another doubt; inactive = no such curve, though single readings can be large; an effect the other way counts as inactive or inconclusive. % is set by controls: 0 for no effect and ±100 for the full control effect; potency is the fitted concentration of half-maximal effect.
entry	structure	Sm TGR inh	Pf growth 48h	Pf growth 96h
1	CC(NC(=O)c1cnc2ccccc2n1)c1ccccc1 (centres undefined)	-13%	?	-28%
2	CCCc1cc(=O)oc2cc(OCC(=O)N3CCN(C(=O)C4COc5ccccc5O4)CC3)ccc12 (centres undefined)	-17%	?	12µM*
3	O=C1CSC(=Nc2ccc(F)cc2)N1	-11%	?	?
4	O=c1c2ccccc2nc2n1C(CBr)CN2 (centres undefined)	-6%	5%	?
5	Cn1cnnc1SCCn1c(N2CCCCC2)nc2c1c(=O)[nH]c(=O)n2C	-31%	41%[activator]	/
6	CCC1(C)Cc2c(sc3c2c(=O)n(-c2ccccc2)c(=O)n3C)CO1 (centres undefined)	25%	25%	2%
7	CCOC(=O)c1ccc(N2C(=O)c3n[nH]c(C)c3C2c2cccnc2)cc1 (centres undefined)	8%	-10%	-18%
8	Cc1ccc(-c2nnn(Cc3nc4ccccc4s3)n2)cc1	12%	11%	40%[activator]
9	CCOC(=O)c1sc2nccc(OC)c2c1N=CN(C)C	7%	423%[activator]	65%[activator]
10	COc1ccc(C(=O)Nc2ccc3ccccc3c2)cc1	?	0%	1%

entry	HCV inh	Tb PYK inh	LmPK inhibitor
1	-5%	2%	-1%
2	?	0%	-7%
3	7%	-5%	-1%
4	5%	0%	-1%
5	5%	-1%	5%
6	14%	2%	0%
7	-15%	0%	-2%
8	17%	1%	5%
9	-11%	2%	6%
10	-11%	-1%	-6%

# 6 entries picked at random from those above:
entry	structure	Sm TGR inh	Pf growth 48h	Pf growth 96h
4	O=c1c2ccccc2nc2n1C(CBr)CN2 (centres undefined)	-6%	5%	?
6	CCC1(C)Cc2c(sc3c2c(=O)n(-c2ccccc2)c(=O)n3C)CO1 (centres undefined)	25%	25%	2%
3	O=C1CSC(=Nc2ccc(F)cc2)N1	-11%	?	?
2	CCCc1cc(=O)oc2cc(OCC(=O)N3CCN(C(=O)C4COc5ccccc5O4)CC3)ccc12 (centres undefined)	-17%	?	12µM*
7	CCOC(=O)c1ccc(N2C(=O)c3n[nH]c(C)c3C2c2cccnc2)cc1 (centres undefined)	8%	-10%	-18%
1	CC(NC(=O)c1cnc2ccccc2n1)c1ccccc1 (centres undefined)	-13%	?	-28%

entry	HCV inh	Tb PYK inh	LmPK inhibitor
4	5%	0%	-1%
6	14%	2%	0%
3	7%	-5%	-1%
2	?	0%	-7%
7	-15%	0%	-2%
1	-5%	2%	-1%

# Carrying on.
entry	structure	Sm TGR inh	Pf growth 48h	Pf growth 96h
11	CCOC(=O)c1c(NC(=O)CN2C(=O)NC3(CCC(C)CC3)C2=O)sc(C)c1CC (centres undefined)	-5%	-9%	0%
12	CC(C)OP(=O)(c1ccc(N(C)C)cc1)C(Nc1ccccc1)c1cccnc1 (centres undefined)	-9%	?	0%
13	O=C(CSc1nncs1)Nc1ccc2c(c1)OCCO2	-2%	/	12%
14	CC(C)C[C@@H](C)C(=O)N(Cc1ccccc1)c1ccccc1	3%	-6%	?
15	Cn1nc(C(=O)N2CCCc3ccccc32)c2ccccc2c1=O	2%	-3%	26%
16	CN(C)C(CNC(=O)CN1C(=O)NC2(CCc3ccccc32)C1=O)c1ccco1 (centres undefined)	?	-3%	-12%
17	Cc1cc(=O)[nH]n(CCO)c1=O	5%	38%[activator]	50%[activator]
18	CCCOc1ccc(/C(O)=C2/C(=O)C(=O)N(c3ccccn3)C2c2ccc(OC)cc2)cc1C (centres undefined)	7%	-5%	22%
19	Cn1nc(C(=O)Nc2ccc(S(=O)(=O)N3CCCC3)cc2)ccc1=O	-3%	-18%	-19%
20	CCCNS(=O)(=O)c1ccc(CCC(=O)N2CCCCC2)cc1	-1%	?	/

entry	HCV inh	Tb PYK inh	LmPK inhibitor
11	-5%	-2%	/
12	14%	-9%	2%
13	11%	-3%	0%
14	-15%	1%	/
15	4%	1%	-8%
16	2%	10%	-2%
17	7%	2%	-3%
18	-10%	4%	7%
19	24%	-5%	-6%
20	1%	-18%	1%

# More entries follow.
entry	structure	Sm TGR inh	Pf growth 48h	Pf growth 96h
21	CC(NC(=O)C1CCN(S(=O)(=O)c2cccs2)CC1)c1cccc(Cl)c1 (centres undefined)	4%	?	?
22	c1ccc2c(c1)OCC(c1csc3ncnc(N4CCOCC4)c13)O2 (centres undefined)	8%	-27%	/
23	COc1cc2[nH]c(=O)n(Cc3ccc(C(=O)NC4CCN(Cc5ccccc5)CC4)cc3)c(=O)c2cc1OC	2%	13µM*	?
24	O=C(NCc1ccccc1)C(c1ccncc1)N(C(=O)c1ccccn1)c1ccccc1 (centres undefined)	-26%	17%	57%[activator]
25	O=C(OCc1cc2ccccc2[nH]c1=O)c1ccc([N+](=O)[O-])cc1	3%	16%	0%
26	O=C(CCn1cnnn1)N1CCCC(Nc2ccc(F)cc2)C1 (centres undefined)	-3%	-17%	-6%
27	O=C(NCCNC(=O)C(c1ccccc1)c1ccccc1)c1ccco1	2%	-4%	/
28	O=C(Nc1c[nH]c(=O)[nH]c1=O)c1cccc(F)c1	20%	25%	13%
29	O=C1[C@H]2[C@@H](c3ccc(F)cc3)N3C(=O)N(c4cccc(Br)c4)C(=O)[C@@]3(Cc3ccc(Cl)cc3)[C@H]2C(=O)N1C1CCCCC1	8%	2.9µM*	3.3µM*
30	COc1ccccc1OCC#CCNC1CCCCC1C (centres undefined)	/	-2%	37%[1.15 µM]

entry	HCV inh	Tb PYK inh	LmPK inhibitor
21	?	0%	/
22	-12%	0%	5%
23	2%	2%	1%
24	-2%	1%	-9%
25	14%	-3%	1%
26	21%	-3%	2%
27	1%	5%	10%
28	27%	7%	-3%
29	6%	3%	3%
30	15%	-8%	1%

# Later entries.
entry	structure	Sm TGR inh	Pf growth 48h	Pf growth 96h
31	CCC(C)(c1nnnn1-c1c(C)cccc1C)N(N=O)c1cccc(C(F)(F)F)c1 (centres undefined)	5%	12µM*	?
32	NC(=O)COC(=O)c1ccccc1Nc1ccc(SC(F)F)cc1	-4%	19%	59%[activator]
33	Cn1c(=O)c2ccccc2n(Cc2cccc(F)c2)c1=O	-27%	5%	?
34	O=C(c1ccc(=O)oc1)N1CCN(C(c2ccccc2)c2ccccc2)CC1	-30%	?	46%[activator]
35	CC(C)C(=O)NC(c1ccco1)c1c(O)ccc2ccccc12 (centres undefined)	-13%	?	?
36	BrCCOCCOc1ccc2ccccc2c1	-12%	56%[activator]	2%
37	CCOC(=O)c1cc(C(C)(C)C)oc1CN	-6%	?	/
38	COc1ccc(C)c2sc(N(CCCN(C)C)C(=O)CS(=O)(=O)c3ccc(F)cc3)nc12	-12%	?	?
39	CCOCCOC(=O)C1=C(C)N(C)C(=O)NC1c1ccccc1F (centres undefined)	0%	/	/
40	CCOC(=O)CN1C(=O)C(O)(c2c(C)[nH]c3ccccc23)c2ccccc21 (centres undefined)	?	?	8%

entry	HCV inh	Tb PYK inh	LmPK inhibitor
31	0%	-7%	3%
32	27%	10%	-5%
33	?	0%	2%
34	?	1%	13%
35	-9%	-5%	5%
36	2%	-12%	-6%
37	-1%	3%	1%
38	?	2%	/
39	7%	-8%	10%
40	20%&-8%	1%	0%

# Two of these compounds, reformatted.
item | Molecule | Sm TGR inh | Pf growth 48h | Pf growth 96h | HCV inh | Tb PYK inh | LmPK inhibitor
14 | CC(C)C[C@@H](C)C(=O)N(Cc1ccccc1)c1ccccc1 | 3% | -6% | ? | -15% | 1% | /
25 | O=C(OCc1cc2ccccc2[nH]c1=O)c1ccc([N+](=O)[O-])cc1 | 3% | 16% | 0% | 14% | -3% | 1%

# Additional records
entry	structure	Sm TGR inh	Pf growth 48h	Pf growth 96h
41	O=C(CCCN=C1NS(=O)(=O)c2ccccc21)OCC(=O)c1ccccc1	0%	47%[activator]	35%[activator]
42	Cc1ccccc1C(=O)/C(C#N)=N/Nc1c(C)n(C)n(-c2ccccc2)c1=O	-10%	1.7µM*	12%
43	COc1ccc(C(=O)NC(C(=O)NCc2ccccn2)C(C)C)cc1 (centres undefined)	15%[11.4 µM]	/	-23%
44	Nc1nnc(CC(=O)N/N=C/c2cccc(OCCOc3ccccc3)c2)s1	0%	154%[activator]	165%[activator]
45	COc1ccc(CCNc2ccc(C(CC(N)=O)NC(=O)c3cc(OC)ccc3OC)cc2[N+](=O)[O-])cc1 (centres undefined)	-20%	?	?
46	COc1cccc(CNS(=O)(=O)c2ccc3c(c2)CCN3C(=O)C2CC2)c1	6%	-14%	?
47	O=[N+]([O-])c1ccc(CNc2cccc(F)c2)s1	0%	4%	?
48	COc1cc(OC)cc(-c2c(-c3cccs3)c3cc(-c4ccc5c(c4)OCO5)ccc3n2C)c1	-5%	6%	-2%
49	CC1(C)CC(=O)C(C(C2=C(O)CC(C)(C)CC2=O)c2ccc(Cl)c([N+](=O)[O-])c2)C(=O)C1 (centres undefined)	/	-11%	/
50	CCOC(=O)C1CCCN(S(=O)(=O)c2ccc(C)cc2)C1 (centres undefined)	-5%	-12%	33%[activator]

entry	HCV inh	Tb PYK inh	LmPK inhibitor
41	8%	3%	/
42	?	-6%	0%
43	2%	-1%	6%
44	7%	-9%	1%
45	-23%	0%	-1%
46	?	0%	-3%
47	-6%	-5%	1%
48	-4%	9%	/
49	-7%	-3%	4%
50	15%	-6%	2%

# (cont.)
entry	structure	Sm TGR inh	Pf growth 48h	Pf growth 96h
51	CCc1ccc(NC(=S)N(Cc2cccnc2)Cc2ccco2)cc1	-14%	-12%	-7%
52	COc1ccc(C2c3cc(OC)c(OC)cc3CCN2C(=O)c2ccccc2)cc1OC (centres undefined)	7%	?	2.1µM*
53	CN(Cc1ccccc1)C(=O)CCCn1c(=O)[nH]c2cc(Cl)ccc2c1=O	2%	/	15µM*
54	O=C(Nc1ccccc1C(=O)O)c1ccc(NC(=O)c2ccc(Br)o2)cc1	0%	/	30%
55	O=C(CN1C(=O)NC2(CCCC2)C1=O)OCC(=O)c1cccc(Cl)c1	-17%	-18%	20%
56	OC(c1ccc(Cl)cc1)C(O)c1nc2ccccc2[nH]1 (centres undefined)	-1%	6%	/
57	CCOc1ccc(-c2nnc(-c3ccco3)o2)cc1OCC	0%	53%[activator]	123%[activator]
58	CC(=O)NC(CC(C)C)C(=O)NC(=O)NCc1ccccc1 (centres undefined)	?	0%	45%[activator]
59	Cc1csc(CNc2ncnc3ccc(-c4ccccc4Cl)cc23)c1	-4%	9.3µM*	2.6µM*
60	COc1cc2cc(C)c3nnc(SCC(=O)Nc4cc(C)on4)n3c2cc1OC	4%	35%[activator]	?
61	COc1ccc(C(C(=O)NC(C)(C)C)N(C(=O)CCC(=O)Nc2cc(C)on2)c2cccc(F)c2)cc1 (centres undefined)	5%	?	29%
62	O=C(CSCc1ccc(Cl)cc1)NCc1ccccn1	2%	2%	-25%

entry	HCV inh	Tb PYK inh	LmPK inhibitor
51	?	-7%	-1%
52	11%	0%	-2%
53	-21%	-7%	7%
54	-25%	-6%	-2%
55	-17%	-2%	/
56	3%	4%	-1%
57	?	0%	-2%
58	8%	-9%	1%
59	/	2%	/
60	3%	2%	-14%
61	-11%	-4%	0%
62	-10%	7%	-1%
